M1 ag – agonists of human M1 muscarinic receptor; AID 588814; CHO-K1 hM1, Fluo-8 calcium fluorescence, agonist mode; 0% DMSO, 100% acetylcholine EC100; actives 0.33% (n = 360,000); activation, % at 3 µM;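 active = activation above the run's mean compound activation plus 3 SD, cut at about 16% in these data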;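 also: peak over basal fluorescence ratio within a 140 s kinetic read after compound addition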
Target sequence (P11229 whole entry, looked up): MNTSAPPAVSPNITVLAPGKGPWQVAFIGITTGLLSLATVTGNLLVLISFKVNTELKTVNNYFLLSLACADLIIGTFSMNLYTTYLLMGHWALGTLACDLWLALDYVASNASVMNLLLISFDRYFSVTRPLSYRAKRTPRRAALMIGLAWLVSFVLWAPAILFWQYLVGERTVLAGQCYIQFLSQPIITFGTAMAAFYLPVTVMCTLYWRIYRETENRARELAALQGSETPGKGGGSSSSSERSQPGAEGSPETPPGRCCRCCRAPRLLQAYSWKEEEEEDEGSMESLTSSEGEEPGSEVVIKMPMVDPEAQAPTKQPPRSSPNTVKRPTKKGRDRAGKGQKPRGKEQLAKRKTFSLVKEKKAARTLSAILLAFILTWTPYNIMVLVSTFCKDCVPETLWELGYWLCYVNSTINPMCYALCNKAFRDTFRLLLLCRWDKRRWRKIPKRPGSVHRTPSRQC
M1 antag – human CHRM1 antagonism | P11229 | CHO-K1 hM1, Fluo-8 calcium fluorescence, ACh EC80 antagonist | inhibition, % at 3 µM | actives 1.3% (n = 360,000) | AID 588852;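 active = percent inhibition above its own plate's cutoff, namely the mean of that plate's compound wells plus 3 SD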;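 also: peak over basal fluorescence ratio during 140 s after agonist addition; 0% = ACh EC80 plus DMSO and 100% = DMSO alone without agonist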
CHRM4 antagonist – antagonists of human muscarinic M4 receptor (CHRM4) | actives 0.73% (n = 360,000) | CHO-hM4 cells, ACh EC80, Fluo-8 calcium fluorescence | AID 624125 | P08173 | inhibition, % at 3 µM;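 active = inhibition above its plate's cutoff, the mean inhibition of sample wells plus 3 SD, cut at about 27% in these data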;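 also: 0% = acetylcholine EC80 with DMSO and 100% = DMSO without agonist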
CHRM4 agonist – CHRM4 agonism in calcium assay. P08173. CHO-K1 hM4/Gqi5, Fluo-8 calcium fluorescence; vehicle 0%, full acetylcholine response 100%. activation, % at 3 µM. actives 0.14% (n = 360,000). AID 624127;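 active = activation above the run mean over all test wells plus 3 SD, cut at about 32% in these data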;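 also: peak over basal fluorescence ratio per well then scaled between controls; 0% = DMSO wells and 100% = acetylcholine at EC100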
M5 PAM – CHRM5 positive allosteric modulation. P08912. CHO-K1 hM5, Fluo-8 calcium, ACh EC20 PAM; 0% = ACh EC20, 100% = ACh EC100. activation, % at 3 µM. actives 0.3% (n = 360,000). AID 624038;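 active = activation above the run cutoff, the mean activation of all test compounds plus 3 SD, cut at about 18% in these data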
Target sequence (P08912 whole entry, looked up): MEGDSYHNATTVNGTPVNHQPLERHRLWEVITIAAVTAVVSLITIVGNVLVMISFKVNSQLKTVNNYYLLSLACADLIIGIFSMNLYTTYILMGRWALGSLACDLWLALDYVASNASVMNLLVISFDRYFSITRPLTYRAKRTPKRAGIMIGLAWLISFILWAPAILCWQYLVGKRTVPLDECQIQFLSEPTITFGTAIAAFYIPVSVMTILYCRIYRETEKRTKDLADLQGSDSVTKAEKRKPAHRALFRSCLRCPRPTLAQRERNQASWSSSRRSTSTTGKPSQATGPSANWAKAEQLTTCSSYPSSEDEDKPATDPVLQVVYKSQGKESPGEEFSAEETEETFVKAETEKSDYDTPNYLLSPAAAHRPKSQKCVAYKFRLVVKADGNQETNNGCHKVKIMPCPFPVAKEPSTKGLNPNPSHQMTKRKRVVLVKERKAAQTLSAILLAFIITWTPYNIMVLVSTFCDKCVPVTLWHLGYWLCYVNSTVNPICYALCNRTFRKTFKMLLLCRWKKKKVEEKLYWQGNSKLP
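Replicates: One well per compound, no replicates | System: Human M5 receptor in CHO-K1 cells | Benchmarks: Low control EC20 acetylcholine (0%), high control EC100 acetylcholine (100%) | Probe or stimulus: Acetylcholine, EC20 level | Times: Fluo-8 loading 80 min at 37 °C plus 30 min room temperature | Signal: Intracellular calcium via Fluo-8 fluorescence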
TAAR1 agonist – human TAAR1 agonism | Q96RJ0 | CHO RD-HGA16 TAAR1, Fluo-8 calcium fluorescence; vehicle wells 0%, saturating PEA agonist 100% | activation, % at 3 µM | actives 0.99% (n = 360,000) | AID 624467;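 active = activation above the mean activation of all test compounds in the run plus 3 SD, cut at about 38% in these data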
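Signal – calcium-sensitive Fluo-8 signal, excitation 470-495, emission 515-575 nm · System – RD-HGA16 (CHO) cells co-expressing Gα16 and hTAAR1 · Incubation – 17-24 h seeding, 75 min 37 °C dye, 30 min RT · Compound dosing – 3 µM single concentration · Repeats – no replicates (n 1)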
CHRM1 PAM – potentiates human M1 receptor response to acetylcholine. actives 0.088% (n = 360,000). activation, % at 3 µM. AID 588819. CHO-K1 hM1, Fluo-8 calcium fluorescence, ACh EC20; 0% = ACh EC20, 100% = maximal ACh. P11229; in the data active = activation above about 19%, passing the limit was not always enough
M5 antag – antagonists of human muscarinic M5 receptor (CHRM5) | P08912 | CHO-hM5 cells, Fluo-8 calcium fluorescence, ACh EC80 | inhibition, % at 3 µM | actives 0.59% (n = 360,000) | AID 624040;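 active = inhibition above a per-plate cutoff, the mean of that plate's test compounds plus 3 SD, cut at about 27% in these data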;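 also: 0% = acetylcholine EC80 with DMSO and 100% = DMSO without agonist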
M5 ag – agonists of human muscarinic M5 receptor (CHRM5); CHO-K1 hM5 cells, Fluo-8 calcium fluorescence; 0% DMSO wells, 100% maximal acetylcholine response; activation, % at 3 µM; actives 0.19% (n = 360,000); AID 624037;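 active = activation above the run's mean over test compounds plus 3 SD, cut at about 23% in these data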;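 also: signal is peak over basal fluorescence ratio across the kinetic read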
The depositor's hits bear a star; / = not tested or not shown. A portion of the library, so the mix of outcomes need not match the whole.

Every second line gives: CHRM1 PAM	TAAR1 agonist	M5 ag	M1 ag	M1 antag	M5 antag	CHRM4 agonist	CHRM4 antagonist	M5 PAM
1: COC(=O)Nc1ccc(S(=O)(=O)Nc2cnc3ccccc3n2)cc1
→ 4	16	0	-1	-7	6	0	9	3
2: CN(C)S(=O)(=O)c1cccc(CSc2cccc[n+]2[O-])c1
→ 6	4	0	-3	-28	-1	0	-2	0
3: C[C@]12c3[nH]c4cc(-c5ccco5)ccc4c3CCN1C(=O)[C@@H](CC(=O)NCc1ccco1)C[C@@H]2C(=O)N1CCOCC1
→ 5	0	-1	-6	-13	-20	2	-19	6
4: O=C(C[n+]1ccc(C(=O)c2ccccc2)cc1)Nc1cccc([N+](=O)[O-])c1
→ /	1	-5	/	/	5	0	0	-6
5: O=C1c2nc3cc(-c4ccco4)[nH]n3c(=O)c2CN1Cc1ccccc1
→ 11	-1	0	0	-17	-1	0	4	2
6: O=C(O)C(CCc1ccccc1)N1C(=O)c2ccccc2C1=O (stereo unspecified)
→ 13	2	0	-1	-20	13	1	-3	-4
7: O=c1cc(Nc2ccc3c(c2)OCCO3)[nH]c(=O)n1C1CCCCC1
→ 1	10	8	10	3	5	7	3	-8
8: CCOc1ccc(NC(=O)CN(C)C(=O)c2cccnc2Sc2ccc(C)cc2C)cc1OCC
→ -10	12	2	-5	19	-6	11	-4	13
9: COc1cc(S(=O)(=O)N2CC(=O)Nc3ccccc32)ccc1NC(C)=O
→ 8	0	-1	-3	-5	7	1	2	4
10: CC(=O)N1CCN(C(=O)CSc2nnc(C)n2-c2ccccc2)CC1
→ -3	1	1	-4	3	2	5	5	-4
11: COCCSc1nnc(NC(=O)c2cc(C(=O)OC)cc([N+](=O)[O-])c2)s1
→ 5	-1	-3	2	-5	0	1	-3	-1
12: COc1ccc(-c2ccc(OC(=O)NC3CCS(=O)(=O)C3)cc2)cc1 (stereo unspecified)
→ -5	1	2	-2	1	12	12	2	-5
13: Cc1cccc(/C=C2/Sc3ccc(C(=O)NCCCN4CCOCC4)cc3NC2=O)c1
→ -3	15	-3	-3	3	-13	4	-4	-1
14: COc1ccc(NCC(=O)Nc2c(C)cccc2C)cc1S(=O)(=O)N1CCOCC1
→ 4	3	1	-3	-8	-1	4	-12	0
15: CN1CCN(c2nc(-c3ccco3)cc(C(F)(F)F)n2)CC1
→ -21	/	-11	-8	60*	7	1	12	-19
16: O=C1NCCCC1C(=O)N/N=C/c1ccccc1 (stereo unspecified)
→ 4	0	2	-5	-7	7	0	-1	-3
17: CCn1c(-c2ccccc2Cl)nn(CC(=O)Nc2ccc(OC)cc2)c1=S
→ 6	3	-1	-3	-5	-3	2	10	3
18: c1cnc2ccc(C(c3nnnn3C3CCCCC3)N3CCN(C4CCCCC4)CC3)cc2c1 (stereo unspecified)
→ 9	0	-5	-5	-11	3	1	0	-5
19: O=C(NCc1ccc2c(c1)OCO2)C1CCN(Cc2cnn(-c3ccccc3)c2-n2cccc2)CC1
→ 3	0	-3	-4	-13	-2	4	1	0
20: CCOC(=O)C1CCN(C(=O)CN(c2ccc3c(c2)OCCO3)S(C)(=O)=O)CC1
→ -2	9	-2	-3	3	5	1	1	-9
21: CN(C(=O)c1cccc(NC(=O)Cc2ccc(NC(=O)C3CCN(C(=O)C4CCCCC4)CC3)cc2)c1)C1CCC1
→ 1	4	2	-7	6	3	-2	12	-5
22: O=[N+]([O-])c1ccc(/C=C2\CCC(C3=CCCC3)=C2N2CCOCC2)cc1
→ -6	0	-1	-1	2	1	0	11	-1
23: Cc1ccc([N+](=O)[O-])c(-c2n[nH]c(=S)n2-c2cccc(Cl)c2)c1
→ 5	-1	-1	-5	-10	6	1	-6	0
24: CC(C)(C)SCCNC(=O)CN(c1ccc(F)cc1)S(C)(=O)=O
→ -4	8	0	-2	-5	6	0	5	-4
25: COc1cc2sc3ccc(-c4ccc(CN5CCOCC5)cc4)cc3c(=O)c2cc1OC
→ -4	7	1	-2	1	4	5	6	-1
26: CC(C)(C)CCN1CCC(CN2CCNC(=O)C2=O)CC1
→ -5	2	0	-10	6	1	-1	12	-2
27: Cc1c2cn[nH]c(=O)c2c(C)n1-c1ccccc1
→ 8	2	-3	-2	-7	-2	1	-6	2
28: Cc1ccc([C@H]2C(C(=O)O)=CC[C@@H](c3cccc(C)c3)N2S(=O)(=O)c2ccc(C)cc2)cc1
→ 3	-1	0	-4	-6	5	1	-9	-3
29: CCn1nnnc1SCC(=O)Nc1ccc(F)cc1
→ 7	2	-4	-5	-6	8	1	1	1
30: Cc1nc([N+](=O)[O-])cn1Cc1cccc2ccccc12
→ 11	0	3	-2	-14	0	3	0	6
31: COC(=O)[C@H](CCSC)NS(=O)(=O)c1ccccc1Br
→ 15	5	1	3	-26	6	1	-2	7
32: Cc1ccc(S(=O)(=O)Cc2csc(N)n2)cc1
→ 8	1	-4	-3	-11	-3	0	3	-8
33: COc1ccc(S(=O)(=O)N2CCOCC2)cc1NC(=O)Cc1c(Cl)cccc1Cl
→ 7	-1	0	-8	-8	-1	1	-2	-2
34: COc1cccc(CNC(=O)[C@@H]2CCCN2C(=O)[C@@H]2CCCN2C(=O)c2cccs2)c1
→ /	0	3	/	/	8	0	-7	-8
35: CC1=CC(C)(C)N(S(=O)(=O)c2ccc(C)cc2)c2cc(C)ccc21
→ -4	1	-4	-9	-9	27	-2	15	-10
36: O=Nc1c(-c2ccccc2)[nH]n(-c2ccccc2)c1=O
→ 4	0	-1	-6	-12	-1	-1	-1	3
37: O=C(CN1CCCCCC1=O)N1CCN(S(=O)(=O)c2cccs2)CC1
→ 6	16	-2	-4	-7	-1	2	-1	3
38: O=[N+]([O-])c1ccc(Sc2cccc3cccnc23)cc1
→ -3	1	-1	-5	8	-8	0	0	-2
39: CC(C)(C)NC(=O)C(c1ccc(F)cc1)N(Cc1ccco1)C(=O)Cn1nnc(-c2cccs2)n1 (stereo unspecified)
→ -2	3	-9	-2	-1	2	4	-4	-4
40: O=C1CC(c2ccccc2)CC(O)=C1C=Nc1ccc(Cl)cc1 (stereo unspecified)
→ 10	4	-2	-7	-10	-9	2	-2	3
41: Cc1nn(CC(=O)Nc2cc(S(=O)(=O)N(C)C)ccc2Cl)c(C)c1[N+](=O)[O-]
→ 2	0	-7	-8	-4	-6	3	-5	-1
42: Brc1ccsc1/C=N/Nc1ccccc1
→ -4	-1	-1	-3	16	12	2	-3	-9
43: COC(=O)c1sc(NC(=O)CSc2n[nH]c(N)n2)c(C(=O)OC)c1C
→ 9	9	3	-1	-4	5	0	-4	1
44: CCn1nnnc1SCC(=O)c1ccc(C)cc1
→ 0	1	-2	-5	8	-2	1	-5	5
45: C=CCNC(=O)/C(=C/c1cccc([N+](=O)[O-])c1)NC(=O)c1ccccc1
→ 6	4	-2	-5	-1	1	0	8	0
46: O=c1cc(CN2CCN(Cc3ccccc3)CC2)c2ccc(O)c(O)c2o1
→ 1	0	-6	-10	-4	-15	0	-29	14
47: Cn1c(=O)n(C)c2cc(N3CCCCC3)c(NC(=O)c3ccccc3)cc21
→ 5	0	-7	-3	-8	1	1	1	2
48: Cn1c(-[n+]2c(-c3ccccc3)cc(-c3ccccc3)cc2-c2ccccc2)nc2cc([N+](=O)[O-])ccc21
→ 0	6	-5	-8	5	-10	-1	7	2
49: O=C(O)C1C2C=CC(O2)C1C(=O)Nc1ccc(S(=O)(=O)Nc2ccccc2)cc1 (stereo unspecified)
→ 0	3	-1	-5	1	-5	19	-2	-1
50: Cc1onc(-c2ccccc2)c1C(=O)NC1CC1
→ 15	3	0	3	-15	2	2	0	4

(list continues)
Every second line gives: CHRM1 PAM	TAAR1 agonist	M5 ag	M1 ag	M1 antag	M5 antag	CHRM4 agonist	CHRM4 antagonist	M5 PAM
51: Clc1ccc(-c2csc(N/N=C\c3cccnc3)n2)cc1
→ -8	13	12	-5	13	4	3	-2	13
52: Cc1cc(C)c(NC(=O)c2cccc3c2C(=O)N(C2CCCCC2)C3)c(C)c1
→ 3	/	-3	-2	-2	0	0	0	0
53: Cc1onc(-c2ccccc2)c1CNS(=O)(=O)c1cccc(Cl)c1
→ 1	-1	-3	-5	6	7	3	13	-2
54: O=C(N1CCN(c2ncccn2)CC1)C12CC3CC(CC(C3)C1)C2
→ -2	3	-2	-3	0	11	2	-4	4
55: CCc1ccc2c(CC(=O)NNC(=O)c3ccncc3)coc2c1
→ 2	0	1	-4	0	0	0	-5	4
56: CCN1CCN(c2ncnc3c2cnn3-c2ccc(C)cc2C)CC1
→ 9	1	0	-7	-8	1	1	-7	-2
57: NC(=O)CN1CCN(S(=O)(=O)c2ccc(Br)cc2)CC1
→ 4	3	-1	-4	-3	-4	0	-5	8
58: CCOC(=O)NNc1cc(C(F)(F)F)ccn1
→ 20	1	1	1	-5	-2	0	7	2
59: Cn1c(=O)c2c(nc(N/N=C/c3ccncc3)n2Cc2ccccc2)n(C)c1=O
→ 20	4	5	-3	-26	-10	1	2	21*
60: COc1ccc(C=NNC(=S)Nc2ccc(F)cc2)cc1OC
→ 2	6	2	-1	3	12	8	-3	-4
61: CC(C)(C)c1ccc(C(=O)NC(=S)NCc2ccco2)cc1
→ -4	1	-5	-5	-2	-17	-1	-3	2
62: COc1cc2[nH]c(=O)n(CCCCCC(=O)NCCc3c[nH]c4ccccc34)c(=O)c2cc1OC
→ 5	14	-1	1	-6	-3	3	-8	1
63: CC(=O)Nc1ccc(C(=O)N2CCCCC2c2cc(C(=O)NCc3cccnc3)no2)cc1 (stereo unspecified)
→ 7	5	0	-6	-12	3	0	-12	3
64: N#Cc1cnc(Nc2ccc(F)cc2)nc1N
→ -1	0	-3	-5	2	3	12	6	-2
65: Cc1nnsc1C(=O)N1CCCC(N2CCN(c3ccc(F)cc3)CC2)C1 (stereo unspecified)
→ 2	2	-3	-5	5	3	1	7	3
66: Cc1ccc(CCN2CC(C(=O)NCCCOC(C)C)CC2=O)cc1 (stereo unspecified)
→ 10	/	2	-4	-10	-9	1	-5	9
67: Cc1cccc(S(=O)(=O)NCCc2ccccc2)c1
→ 14	8	0	0	-17	-3	1	-6	10
68: COc1ccc(-c2c(NC(=O)c3ccco3)n(C)c3ccccc3c2=O)cc1
→ -3	12	2	-4	10	4	0	1	-3
69: CSCC[C@H](N)C(=O)NC[C@H]1O[C@@H](n2cnc3c(N)ncnc32)[C@H](O)[C@@H]1O
→ 0	0	0	-3	3	8	1	0	-1
70: O=C(O)CCCCCNc1nc2ncn(Cc3ccccc3)c2c(=O)[nH]1
→ 2	8	1	-2	-7	9	1	6	2
71: CCOc1ccc(NC(=O)CSc2nc3ccccc3c(=O)n2CCCC(=O)N2CCCC2)cc1
→ 9	7	-1	-6	-7	1	1	-3	-2

High-throughput results deposited in PubChem by The Scripps Research Institute Molecular Screening Center.
